Source: PubChem (National Center for Advancing Translational Sciences (NCATS))
S3 lipid droplet = qHTS Assay for Lipid Storage Modulators in Drosophila S3 Cells; Drosophila S3 cells, BODIPY lipid droplet fluorescence, 18-24 h; cells fed with added oleic acid; lipid storage change, negative = inhibition, % at the top dose, mostly 46.1 µM; hits show Potency in µM; hit rate 0.64% among 320,000; AID 2685, 2010; active = well fitted inhibition curve with a large enough effect in the signal ratio, with a control signal flat, not every such curve was filed as active; inconclusive = small, poorly fitted or top-dose-only effect, or effect the other way, or a change in a side signal; the % refers to the signal ratio
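Drosophila S3 cells loaded with oleic acid (400 uM, as added) and compounds at several concentrations; lipid droplets imaged by 488-nm laser-scanning cytometry, 500–530 nm intensity and object ratio to cell channel. Percent activity normalized to 20 uM Triacsin C.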
S3 lipid droplet cell count max = further read-out of S3 lipid droplet, marked with its call; cell number change, %; measured here: cell count max response;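 cells counted by Cell Tracker Red CMTPX staining in the red channel; peak over a dose series mostly up to 46.1 µM; percent activity relative to internal control wells on each plate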
The depositor's hits bear a star; i = inactive; ? = inconclusive; . = not tested or not shown. % is scaled to controls: 0 for no effect and ±100 for the full control effect; potency is read from the fitted curve at half-maximal effect. These rows are one share of the data; the hit share may differ from the screen's.

SMILES | S3 lipid droplet | S3 lipid droplet cell count max
C=CCSc1nnc(COc2ccc(=O)n(-c3ccccc3)n2)n1CC | ? | .
CCCCc1nnc(NC(=O)CSc2nc(O)c(-c3ccccc3)c(=O)[nH]2)s1 | -4% | -18
CCOC(=O)c1sc(=S)n(-c2ccccc2)c1C | ? | .
O=C(NCc1ccc(F)cc1)c1cccc(S(=O)(=O)N2CCOCC2)c1 | ? | .
CCCc1cc(=O)[nH]c(SCc2nc3ccccc3s2)n1 | -6% | 1
Cn1c(N)c(C(=O)COc2ccc(Cl)cc2Cl)c(=O)n(C)c1=O | 2% | -7
Cc1ccc(N(Cc2cc3cccc(C)c3[nH]c2=O)S(=O)(=O)c2ccccc2)c(C)c1 | 13% | 12
COc1ccc(-n2nc(C(N)=O)c(O)cc2=O)cc1 | ? | .
Cc1c([N+](=O)[O-])c(C/C=N/O)nn1C | 4% | 3
CC(C)CN(CC(C)C)C(=O)c1cc(S(=O)(=O)N2CCCCC2)c[nH]1 | i | 7
CCOC(=O)C1CCN(c2nc3cc(OC)ccc3cc2C#N)CC1 | ? | .
COc1ccc(Oc2cccc(Cl)c2CNC(=O)c2ccccc2C(=O)O)cc1 | 6% | 4
COC(=O)CC1C(=O)NCCN1C(=S)Nc1cc(C)cc(C)c1 (centres undefined) | 0% | 6
O=C(COC(=O)Cn1nnc2ccccc21)NC1CCCC1 | ? | .
O=C(COc1ccc(C(=S)N2CCOCC2)cc1Cl)Nc1ccccc1Cl | -1% | 0
Cc1cc(/C=c2\sc3nc4ccccc4n3c2=O)c(C)n1-c1ccc(C(=O)O)cc1 | ? | .
CCOCCCNC(=O)C(NC(=O)Cc1c[nH]c2ccccc12)c1ccccc1 (centres undefined) | i | .
CCN(C(=O)CSc1ncccc1C(=O)O)C1CCCCC1 | ? | .
Nc1nc(SCC(=O)N2CCOCC2)[nH]c(=O)c1-c1ccccc1 | ? | .
S=C(NCC1COc2ccccc2O1)Nc1ccc(Br)cc1 (centres undefined) | ? | .

An excerpt from above in order of number of heavy atoms, falling:
SMILES | S3 lipid droplet | S3 lipid droplet cell count max
Cc1ccc(N(Cc2cc3cccc(C)c3[nH]c2=O)S(=O)(=O)c2ccccc2)c(C)c1 | 13% | 12
Cc1cc(/C=c2\sc3nc4ccccc4n3c2=O)c(C)n1-c1ccc(C(=O)O)cc1 | ? | .
CCOCCCNC(=O)C(NC(=O)Cc1c[nH]c2ccccc12)c1ccccc1 (centres undefined) | i | .
CCCCc1nnc(NC(=O)CSc2nc(O)c(-c3ccccc3)c(=O)[nH]2)s1 | -4% | -18
O=C(COc1ccc(C(=S)N2CCOCC2)cc1Cl)Nc1ccccc1Cl | -1% | 0
C=CCSc1nnc(COc2ccc(=O)n(-c3ccccc3)n2)n1CC | ? | .
CC(C)CN(CC(C)C)C(=O)c1cc(S(=O)(=O)N2CCCCC2)c[nH]1 | i | 7
Nc1nc(SCC(=O)N2CCOCC2)[nH]c(=O)c1-c1ccccc1 | ? | .
COC(=O)CC1C(=O)NCCN1C(=S)Nc1cc(C)cc(C)c1 (centres undefined) | 0% | 6
CCN(C(=O)CSc1ncccc1C(=O)O)C1CCCCC1 | ? | .
CCCc1cc(=O)[nH]c(SCc2nc3ccccc3s2)n1 | -6% | 1
COc1ccc(-n2nc(C(N)=O)c(O)cc2=O)cc1 | ? | .
CCOC(=O)c1sc(=S)n(-c2ccccc2)c1C | ? | .
Cc1c([N+](=O)[O-])c(C/C=N/O)nn1C | 4% | 3

Additional compounds follow:
SMILES | S3 lipid droplet | S3 lipid droplet cell count max
COc1cc(SC)ccc1C(=O)NNC(=O)c1cc(C)oc1C | ? | .
Cc1cnc(C(=O)OCC(=O)c2ccc(Cl)cc2)cn1 | ? | .
Cc1oc2cc(OCc3cnn(-c4ccccc4)c3)ccc2c(=O)c1Oc1ccccc1F | ? | .
Cc1cc(CN(C)C(=O)CCc2nnc(Cc3cccc(C(F)(F)F)c3)o2)on1 | ? | .
S=c1[nH]nc(-c2ccncc2)n1/N=C/c1ccccc1 | -1% | 2
Cc1ccc(NC(=O)c2ccc3nccnc3c2)c(C)c1 | ? | .
Cc1oc(-c2ccccc2F)nc1CN1CCC(C(=O)NCc2ccco2)CC1 | ? | .
CC(C(=O)Nc1cccc([N+](=O)[O-])c1)N(c1ccccc1)S(C)(=O)=O (centres undefined) | ? | .
CCOC(=O)c1ccc(NC(=O)/C=C/c2cccs2)cc1 | -4% | -4
CCn1c(COc2ccccc2C)nnc1SCC(=O)OC | ? | .
Cc1ccc(S(=O)(=O)N2CCCC(C(=O)Nc3cccnc3)C2)cc1 (centres undefined) | ? | .
CSCC(=O)NC1CCCc2c1cnn2-c1cc(F)cc(F)c1 (centres undefined) | ? | .
O=C(O)c1ccc(S(=O)(=O)N2CCN(c3ccccn3)CC2)cc1 | ? | .
CC(C)c1ccc(CNC(=O)CSCC(=O)Nc2ccc3ccccc3c2)cc1 | ? | .
CC1(C)c2ccccc2-n2c1cc1oc(=O)cc(O)c1c2=O | 27% | .
O=C(C1CCN(S(=O)(=O)Cc2ccccc2)CC1)N1CCCc2ccccc21 | ? | .
COc1ccccc1C(=O)OCC(=O)Nc1cc(S(=O)(=O)N2CCOCC2)ccc1N1CCCC1 | i | .
Cc1onc(-c2ccccc2)c1C(=O)Nc1ccncc1 | i | 12
CC1=C(c2ccccc2)SC2=NCCN21 | i | .
Cc1ccc(CNC(=O)Nc2ccc(F)cc2F)n1C | 13% | 3
Cc1ccccc1C(=O)c1c[nH]c(C(=O)NCC2CCCO2)c1 (centres undefined) | 27% | 3
O=C(C1=COCCO1)N1CCN(C(c2ccccc2)c2ccccc2)CC1 | ? | .
Cc1ccc(S(=O)(=O)CCc2nnc(NC(=O)c3cnccn3)s2)cc1 | ? | .
CN(C(=O)COC(=O)c1ccccc1SCC(=O)N1CCCC1)C1CCS(=O)(=O)C1 (centres undefined) | -8% | 8
COC(OC)C(C)NC(=O)NC(=O)c1ccccc1Cl (centres undefined) | 12% | 17
COc1ccc(C(=O)Nc2ccccc2C(N)=O)cc1 | ? | .
CN(C=C1C(=O)CC(C)(C)CC1=O)CCN1CCNCC1 | i | 24
COc1cccc(/C=C2\N=C(c3c(-c4ccccc4)noc3C)OC2=O)c1OC | ? | .
COc1cc(C(=O)NNC(=O)COc2ccc(C)cc2)ccc1OCC(=O)N1CCOCC1 | ? | .
COC(=O)c1c(C(=O)OC)c(-c2cccc(Cl)c2)n2c1CS(=O)C2 (centres undefined) | i | -28
CC1CCC(NC(=O)CCCCn2c(=O)[nH]c3ccsc3c2=O)CC1 (centres undefined) | i | .
COc1ccc(CNC(=O)c2c(O)c3cccc4c3n(c2=O)CCC4)cc1 | ? | .
O=C(O)c1ccc(NC(=O)c2cn(-c3ccccc3)nc2-c2ccc(Cl)cc2)cc1 | ? | .
Cc1[nH]c(=O)[nH]c(=O)c1S(=O)(=O)N1CCCC(C(=O)NCc2ccccc2Cl)C1 (centres undefined) | ? | .
O=S(=O)(c1ccc(Oc2ccc(F)c(Cl)c2)nc1)N1CCOCC1 | ? | .
COc1cc2c(cc1OC)C1CC(=O)C(CC(C)C)CN1CC2 (centres undefined) | ? | .
O=C(CSc1nnc(-c2ccccc2)o1)n1c2c(c3ccccc31)CCCC2 | -6% | 9
Cc1nnc(NC(=O)CN2CCN(Cc3c(Cl)cccc3Cl)CC2)s1 | i | -7
O=C(CS(=O)CC(=O)Nc1cccnc1)Nc1ccc(F)cc1 (centres undefined) | i | 15
COc1cc2c(cc1OC)CN(C(=O)COc1ccc(C#N)cc1)CC2 | ? | .
N=C1/C(=C\c2coc3ccccc3c2=O)C(=O)N=C2SC=CN12 | -2% | -18
COC(=O)c1c(NC(=O)CN2C(=O)NC3(CCc4ccccc4C3)C2=O)sc2c1CCCCC2 (centres undefined) | ? | .
C/C=C(\C)C(=O)O[C@H](c1cc2ccc(=O)oc2cc1OC)[C@@H](O)C(C)(C)O | ? | .
C/C(N)=N\S(=O)(=O)c1ccc(Cl)cc1 | -2% | 0
CC(CCc1ccco1)NC(=O)Cn1ncc2c1-c1ccccc1OC2 (centres undefined) | i | .
O=C1COc2ccc(NC(=O)c3ccccc3C(=O)O)cc2N1 | -15% | -12
COc1ccc(C(C(=O)Nc2ccc(C(C)C)cc2)N(C)C(=O)CNC(C)=O)cc1 (centres undefined) | 7% | 17
COc1ccc(-c2cn(Cc3ccc4c(c3)C(=O)c3ccccc3C4=O)nn2)cc1 | ? | .
C=C(C)COc1ccc2c(C)c(CCC(=O)N3C[C@H]4C[C@@H](C3)c3cccc(=O)n3C4)c(=O)oc2c1 | ? | .
O=C(N/N=C/c1ccncc1)c1cc(C2CC2)nc2ccccc12 | ? | .
Cc1cccc(C(=O)NC2=NCCS2)c1 | 4% | 25
COc1ccc(/C=N/Nc2nnc(-c3ncc[nH]3)c3ccccc23)cc1 | -9% | -2
O=C(OC1CCOC1=O)C1CCN(S(=O)(=O)c2ccccc2)CC1 (centres undefined) | -10% | 2
O=C(NCCCN1CCCC1=O)c1cc(S(=O)(=O)N2CCOCC2)ccc1Cl | -23% | 15
CNC(=S)Nc1ccc2[nH]c(=O)[nH]c2c1 | ? | .
CCOC(=O)c1cc(=O)n2nc(-c3ccc(C)cc3)nc2s1 | ? | .
CCOC(=O)c1cnc2ccc(OCC)cc2c1N(C)Cc1ccccc1 | ? | .
COc1ccccc1N(CC(=O)Nc1cccnc1)S(=O)(=O)c1ccccc1 | -19% | -18
O/N=C1/CCc2nonc2/C1=N/O | ? | .
CCCC(C)NC(=O)Cc1ccc(Br)cc1 (centres undefined) | ? | .
Next structures:
SMILES | S3 lipid droplet | S3 lipid droplet cell count max
O=C(c1ccco1)N1CCN(Cc2ccc(F)cc2)CC1 | ? | .
COc1cc(-c2noc(CCC(=O)NC3CCCC3)n2)cc(OC)c1OC | i | -1
CC(C)N1C(=O)C2C(c3ccccc3O)NC(C)(C(=O)O)C2C1=O (centres undefined) | 8% | .
COc1cccc(OC)c1C(=O)Nc1ccccc1C(=O)N1CCCCCC1 | ? | .
COc1cccc(CNC(C)(C)CO)c1OCc1ccc(Cl)cc1 | 5% | .
COC(=O)c1sc(NC(=O)CSc2nnc(C(C)C)n2C)nc1C | i | .
CCOC(=O)N1CCN(S(=O)(=O)c2ccc3c(c2)CCN3C(=O)C2CC2)CC1 | -6% | 2
COc1cc([N+](=O)[O-])ccc1NC(=O)CSc1nc2ccccc2n1-c1ccccc1 | ? | .
Cc1cccc(NC(=O)c2sc3nc(-c4ccc(F)cc4)cn3c2C)n1 | 7% | -5
CC(C)CN(Cc1c(O)ccc2ccccc12)CC(C)C | 17% | -9
CCCCCn1c(=S)[nH]c2ncccc2c1=O | ? | .
Cc1nn(-c2ccccc2)c(N)c1C1(O)C(=O)Nc2ccccc21 (centres undefined) | 0% | 3
CCOC(=O)/C(=C/c1ccc(F)cc1)NC(C)=O | 1% | 7
CCOCC(=O)Nc1cc(C(=O)Nc2ccc(F)cc2)ccc1Cl | 10% | 7
COc1ccccc1-c1csc2ncnc(Sc3nnnn3C)c12 | ? | .
Cc1cc(C)cc(NC(=O)Nc2ccc3c(c2)CCC3)c1 | i | 22
Cc1c(CC(=O)N2C[C@H]3C[C@@H](C2)c2cccc(=O)n2C3)c(=O)oc2cc3occ(C(C)(C)C)c3cc12 | ? | .
O=C(CCc1ccccc1F)N1CCN(c2ccccc2)CC1 | ? | .
CC(C)C(=O)NC(=S)Nc1ccccn1 | -2% | 5
CCN(Cc1ccccc1)C(=O)CN1C(=S)NC(C)(C)CC1C (centres undefined) | 13% | 3
COc1cc(C(=O)NCCCNc2nc3cc(C)cc(C)c3cc2C#N)cc(OC)c1OC | ? | .
CN(C)C(=O)CSc1nc(-c2cccs2)c(-c2cccs2)[nH]1 | i | -27
COc1ccccc1OCc1ccc(C(=O)NCc2ccco2)o1 | 18% | 19
CN(C)S(=O)(=O)c1ccc(C(=O)NCC(=O)N/N=C/c2cccs2)cc1 | 1% | -7
CN(C)C(=O)CSc1nc2ccc(N3C(=O)c4ccccc4C3=O)cc2s1 | -16% | .
CC(C)(C)c1ccc(C(=O)OCC(=O)Nc2sc3c(c2C#N)CCC3)cc1 | 9% | -1
Nc1ccc(CCn2ccnc2)cc1 | -4% | -15
Cc1ccccc1NC(=O)c1ccccc1NC(=O)c1ccco1 | ? | .
CCOC(=O)[C@@H]1[C@H]2COc3ccc(Br)cc3[C@@H]2N2C(=O)N(c3ccc(F)cc3)C(=O)[C@]12C | ? | .
O=P(Cc1ccncc1)(c1ccccc1)c1ccccc1 | ? | .
COc1cccc(NC(=O)NC2CCCCCCC2)c1 | 13% | 4
CCCc1cc(=O)[nH]c(SCCOc2ccc(OCC)cc2)n1 | ? | .
CC(C)NC(=S)N/N=C/C1=CCC2CC1C2(C)C (centres undefined) | ? | .
CC(=O)Nc1ccc(NC(=O)CSc2nnc(C)c(=O)n2N)cc1 | -5% | 18
CN(C)S(=O)(=O)c1ccc(Cl)c(C(=O)Nc2cccc([N+](=O)[O-])c2)c1 | i | .
C=CCn1c(C)nnc1SCC(=O)Nc1nc(C)c(C(=O)N(C)C)s1 | ? | .
COc1cc(-c2nnc(SCc3cccnc3)n2C)cc(OC)c1O | 14% | -12
COc1ccc(CNC(=S)Nc2ccc(Br)cc2)cc1 | -8% | 13
COc1ccc(C(=O)NCC(=O)N/N=C/C(C)=C/c2ccco2)cc1OC | ? | .
Cn1c(SCc2ccc(Br)cc2)nnc1-c1ccncc1 | i | .
O=C(c1cc2ccccn2n1)N1CCN(c2ccccn2)CC1 | ? | .

3 entries out of the list, arranged by formula weight, lowest first.
SMILES | S3 lipid droplet | S3 lipid droplet cell count max
Nc1ccc(CCn2ccnc2)cc1 | -4% | -15
Cn1c(SCc2ccc(Br)cc2)nnc1-c1ccncc1 | i | .
CN(C)S(=O)(=O)c1ccc(C(=O)NCC(=O)N/N=C/c2cccs2)cc1 | 1% | -7
